D2 PAM: positive allosteric modulators of human D2 dopamine receptor; potentiation, % at 10 µM; HEK293 T-REx D2, calcium flux, EC20 dopamine potentiation; P14416; 0.34% of 340,000 active;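 active means potentiation over 3 SD above the plate norm, cut at about 30% in these data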; further: 0% is about no effect
Target sequence (P14416 whole entry, looked up): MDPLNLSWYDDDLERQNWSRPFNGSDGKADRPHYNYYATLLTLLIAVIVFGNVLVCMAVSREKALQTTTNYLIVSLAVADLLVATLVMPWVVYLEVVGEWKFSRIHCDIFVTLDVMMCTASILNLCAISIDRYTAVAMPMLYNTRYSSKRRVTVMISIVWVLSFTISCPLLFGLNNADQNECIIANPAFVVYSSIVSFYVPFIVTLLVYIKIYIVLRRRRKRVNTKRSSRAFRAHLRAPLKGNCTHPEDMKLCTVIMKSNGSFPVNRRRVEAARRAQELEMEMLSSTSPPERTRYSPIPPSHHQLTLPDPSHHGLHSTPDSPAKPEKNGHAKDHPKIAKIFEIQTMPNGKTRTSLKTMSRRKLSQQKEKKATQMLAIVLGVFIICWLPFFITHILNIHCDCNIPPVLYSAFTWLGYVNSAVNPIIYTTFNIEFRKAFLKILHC
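Potentiation of an EC20 dopamine calcium response measured kinetically over 180 s, after a preceding 180 s compound-only read flagging agonists. Cells: inducible Hek293 Trex D2 line, 4000/well, cultured overnight at 30 C before dye loading.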
D2 antag: antagonists of human D2 dopamine receptor. P14416. HEK293 TREx D2 cells, calcium flux, dopamine EC80. inhibition, % at 10 µM. 2% of 340,000 active. AID 485344; in the data active means inhibition above about 30%; further: 0% is about no effect
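Tetracycline-induced HEK293 T-REx cells expressing D2 force-coupled to calcium signalling were dye-loaded, exposed to compound for 180 s, then challenged with an EC80 of dopamine; calcium flux was followed kinetically for a further 180 s.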
RXFP1 antag: blocks the human relaxin receptor RXFP1; Q9HBX9; HEK293-RXFP1, relaxin-stimulated cAMP HTRF, 30 min; active compounds read low; activity change, negative = inhibition, % at 57.5 µM; 0.59% of 350,000 active; AID 1259400;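 active means activity change of -60% or lower, but not beyond a set lower limit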; further: on the % scale 0 is the no-effect control and ±100 the full control effect
D1 ag: activates the human D1 dopamine receptor | HEK293 T-REx D1 cells, calcium flux, agonist mode | P21728 | AID 504660 | activation, % at 2 µM | 1% of 360,000 active; in the data active means activation above about 30%; further: 0% is about no effect
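Agonism was scored from calcium flux recorded over 180 s (1 read/s) after pintool compound addition, following a 10-cycle baseline. Cells were inducible force-coupled HEK293 TREx D1, plated overnight at 30 C and loaded with no-wash calcium dye.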
TRHR enhancer: allosterically enhances the human TRH receptor. P34981. TRHR cells, fluo-8 calcium fluorescence, EC20 TRH enhancement. enhancement, % at 2 µM. 0.66% of 360,000 active; in the data active means enhancement above about 30%; further: 0% is about no effect
Target sequence (P34981 whole entry, looked up): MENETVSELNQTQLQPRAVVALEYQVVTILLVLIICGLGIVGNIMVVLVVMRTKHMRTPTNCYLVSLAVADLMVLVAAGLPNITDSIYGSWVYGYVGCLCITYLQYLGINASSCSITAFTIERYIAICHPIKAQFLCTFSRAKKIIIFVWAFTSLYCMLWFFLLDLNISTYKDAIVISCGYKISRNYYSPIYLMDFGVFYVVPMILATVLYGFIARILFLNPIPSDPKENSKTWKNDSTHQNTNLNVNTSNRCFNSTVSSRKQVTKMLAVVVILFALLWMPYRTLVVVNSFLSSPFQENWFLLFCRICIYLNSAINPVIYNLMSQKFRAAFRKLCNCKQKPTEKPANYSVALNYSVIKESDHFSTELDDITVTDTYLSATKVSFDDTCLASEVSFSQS
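TRHR-expressing cells loaded with fluo-8 calcium dye were read kinetically (ex 480/em 530) during compound addition, then stimulated with an EC20 of TRH (10 nM final). Enhancement of the Gq-mediated intracellular calcium response was scored.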
D1 PAM: human D1 dopamine receptor positive modulation | HEK293 TREx D1 cells, calcium flux, dopamine EC20 potentiation | potentiation, % at 10 µM | 0.036% of 360,000 active; in the data active means potentiation above about 30%; further: 0% is about no effect
D2 ag: D2 dopamine receptor (human) agonism; 0.53% of 340,000 active; P14416; activation, % at 2 µM; HEK293 T-REx D2 cells, calcium flux agonist mode; AID 485358;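 active means activation over 3 SD above normal in the single-dose calcium agonist read, cut at about 30% in these data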; further: 0% is about no effect
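HEK293 Trex D2 cells, tetracycline-induced, o/n 30 C 5% CO2; no-wash Ca dye, RT 30–90 min; 10-cycle baseline, 23 nl cpd added, kinetic Ca read 180 s; agonist hits = positive Ca response.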
D1 antagonist: antagonists of human D1 dopamine receptor. P21728. HEK293 TREx D1 cells, calcium flux, dopamine EC80; active compounds read low. activity change, negative = inhibition, % at 10 µM. 3.2% of 360,000 active. AID 504652; in the data active means activity change below about -30%; further: on the % scale 0 is the no-effect control and ±100 the full control effect
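Antagonism measured as reduced calcium response to an EC80 dopamine addition following 180 s compound pre-read; cells were inducible HEK293 Trex D1 plated overnight at 30 C, read kinetically at 1 cycle/sec.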
RXFP1 ag: RXFP1 (human) receptor agonism. HEK293T-RXFP1 cAMP TR-FRET, 30 min; response scale: percent of porcine relaxin response, buffer zero. Potency, µM (doses to about 57.5 µM), inactives show top-dose activation, most hits filed as activators. Q9HBX9. 0.3% of 370,000 active. AID 2676; active means well fitted activation curve with a large enough effect; further: potency means the concentration at half of the fitted maximal effect; on the % scale 0 is the no-effect control and ±100 the full control effect; nearly all actives have a fitted effect of over 60% in size; many of its hits are not listed in these tables
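HEK293T cells stably expressing RXFP1 were pretreated with the PDE4 inhibitor Ro 20174, exposed to compounds for 30 min at 37C, lysed, and cAMP was read by TR-FRET. Data normalized to buffer (basal) and 29 nM porcine relaxin (100%).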
Starred values were filed as active, the others as inactive; . = no result given; & = joins results of further samples. An excerpt; the hit share may differ from the screen's.

SMILES	D2 PAM	D2 antag	RXFP1 antag	D1 ag	TRHR enhancer	D1 PAM	D2 ag	D1 antagonist	RXFP1 ag
CCC1(CC)Cc2ccccc2C(CC(=O)N2CCOCC2)=N1	6	4	-6	1	7	-3	0.9	12	-0.2%
NC(=O)c1c(NC(=O)c2c(F)cccc2F)sc2c1CCN(Cc1ccccc1)C2	-2	-17	-9	155*	6	-1	29	12	-1.4%
CCCCn1c(N)c(N(CC(C)C)C(=O)CC2CCCC2)c(=O)[nH]c1=O	-3	-29	-2	1	4	-1	0.4	-15	-0.1%
O=C(OCc1nnc(-c2ccccc2)o1)c1ccc(Cl)cc1	8	-4	-4	8	0	-1	-0.9	-16	1.6%
Cc1ccc(OCC(=O)Nc2ccc(N(C)C)cc2)cc1	0	14	-31	3	0	-2	-0.6	-13	0.8%
CC(C)C(c1nnnn1CC1CCCO1)N1CCN(C2CCCC2)CC1 (stereo not given)	-2	-2	-4	1	3	0	0.5	4	0.7%
CCCOc1ccc(C(C)=O)cc1CC(C(N)=O)C(N)=O	-6	-7	.	1	13	4	-0.8	-11	-0.5%
CC(=O)Nc1ccc(NC(=O)C2Cc3ccccc3N2C(=O)c2ccccc2)cc1 (stereo not given)	-4	.	-5	0	-3	0	1.6	3	-0.1%
COc1ccc(CNC(=O)Nc2ccc(C)cc2C)cc1	1	12	10	3	0	-6	-1.9	.	-1.5%
COCCCNS(=O)(=O)c1ccccc1	-8	6	1	1	2	9	-0.5	26	1.8%
Cc1ccc(CNC(=O)c2oc3ccc(S(=O)(=O)N4CCC5(CC4)OCCO5)cc3c2C)cc1	-9	.	-5	0	-3	2	.	-1	-0.2%
O=C(c1ccccc1Br)N1CCc2c([nH]c3ccccc23)C1	2	-10	-12	1	2	8	0.7	7	-2.0%
Cc1oc2ncn(CC(C)C)c(=O)c2c1C(=O)NCc1cccc(Cl)c1	2	.	.	2	-20	-1	0.5	4	-0.8%
CCOc1ccccc1NC(=O)N1CCC(NC(=O)C2CCCCC2)CC1	-12	-15	13	0	-1	-5	-0.2	10	1.2%
CC(=O)Nc1cccc(C(=O)OC(C)C(=O)NC(=O)NC2CCCCC2)c1 (stereo not given)	-6	17	5	4	4	1	0.4	15	0.7%
CCN(CC(=O)NCc1ccc(F)cc1)C(=O)C1CCN(S(=O)(=O)c2ccc(C(C)C)cc2)CC1	.	.	-9	3	-7	1	.	-5	-0.9%
CCOC(=O)N1CCC(NC(=O)CS(=O)Cc2nc(-c3ccccc3C)oc2C)CC1 (stereo not given)	7	-12	6	3	1	0	1.0	29	-2.1%
CCOC(=O)c1ccc2c(c1)N(Cc1ccccc1C)C(=O)c1ccccc1S2=O (stereo not given)	4	3	-8	11	-3	1	-0.4	-11	0.5%
NC(=O)C1CC(=O)N(c2ccc(OCC(=O)Nc3cccc(C(F)(F)F)c3)cc2)C1 (stereo not given)	8	0	3	6	-2	-3	0.0	-21	1.6%
COc1cccc(N2CCN(C(=O)c3cccn4c(=O)c5c(C)c(C)sc5nc34)CC2)c1	.	-15	-13	1	5	3	-0.1	5	4.5%
CC1=CC(c2ccc(Cl)cc2)n2nc(NC(=O)c3ccccc3)nc2N1 (stereo not given)	-1	-1	5	-1	-3	-2	0.0	.	0.3%
CCN(CC)S(=O)(=O)c1ccc2c(c1)nc(CCC(=O)Nc1ccccc1Cc1ccccc1)n2CC	0	-10	-9	4	-21	1	-1.8	1	-0.4%
COc1ccc(/C=N/N2CCOCC2)cc1Cn1cc([N+](=O)[O-])cn1	-8	-4	-2	1	-1	-4	0.4	-1	-2.5%
CC(=O)Nc1ccc(S(=O)(=O)NCC2CCC(C(=O)N3CCN(c4ccccn4)CC3)CC2)cc1 (stereo not given)	-5	-7	-4	2	1	2	-0.2	1	-1.3%
N#CCCn1nc(-c2ccccc2)cc1Nc1ccccc1NC(=O)c1cccs1	11	-23	-4	9	5	-8	3.0	-4	-1.2%
COC(=O)c1ccccc1NC(=O)c1cc(-c2ccc(O)cc2)on1	-3	1	3	2	-6	2	0.4	-3	1.1%
COc1ccccc1N1CCN(C(c2cc3cc(C)ccc3[nH]c2=O)c2nnnn2C2CCCC2)CC1 (stereo not given)	-1	.	8	-1	3	-1	.	4	1.9%
O=C(COC(=O)c1ccccc1C(=O)c1ccc(Cl)c([N+](=O)[O-])c1)NC1CCCCCC1	3	1	-37	3	-2	-5	-1.0	-34*	1.2%
O=C(COC(=O)c1ccccn1)Nc1ncc(C(F)(F)F)cc1Cl	15	-2	-6	5	-7	0	-0.1	34	0.9%
Cc1ccc(OCC(=O)N(Cc2ccco2)Cc2ccco2)cc1C	.	.	-60*	2	-4	2	-1.2	6	0.3%
CCc1ccc(S(=O)(=O)NCCc2cn3ccsc3n2)cc1	-7	.	2	0	-2	-4	0.6	2	0.7%
COC(=O)c1ccc(COC(=O)C23CC4CC(CC(O)(C4)C2)C3)o1	15	-6	2	5	4	9	-1.1	-14	0.1%
COc1ccc(CN(C(=O)c2ccco2)c2ccc(C)c(C)c2)cc1	7	-16	2	15	3	2	-0.4	0	0.1%
COc1ccc(OC)c(CNC(=O)C2CCN(S(=O)(=O)c3ccc4[nH]c(=O)oc4c3)CC2)c1	2	.	-18	0	-4	-4	2.1	-23	-1.4%
CC(=O)Nc1cc2c(cc1[N+](=O)[O-])OCCO2	4	2	-15	3	6	1	-0.2	6	0.4%
Cc1occc1C(=O)N/N=C/C=C/c1ccccc1[N+](=O)[O-]	-20	38*	-4	4	-10	-2	-0.6	28	4.0%
Cc1cc(NC(=O)CN2CCN(C/C=C/c3ccccc3)CC2)c([N+](=O)[O-])cc1C	-1	-2	-13	3	4	2	1.1	-3	1.0%
Cc1ccc(C)c(S(=O)(=O)N2CCN(C(=O)c3cccnc3)CC2)c1	-6	-5	-3	10	-1	0	1.7	9	-0.5%
N#CC(c1ccc(Cl)nn1)c1ccc(Cl)cc1Cl (stereo not given)	-6	5	0	1	-3	-9	0.7	-16	-1.2%
COc1ccc(CCNC(=O)CN(c2ccc(C)cc2)S(=O)(=O)c2ccc(OC)cc2)cc1	11	.	.	12	-6	-1	-0.2	20	6.8%
CCOc1ccc(NC(=S)N(CCCN2CCCC2)Cc2cccn2Cc2ccc(Cl)cc2)cc1	-3	-5	4	4	-8	-14	0.8	-48*	1.3%
O=C(CCn1c(=O)sc2ccccc21)NCCC1=CCCCC1	-40	37*	8	-2	1	4	-3.0	36	0.1%
COc1ccc(-c2ccc(-c3noc(-c4ccc(OC)c(OC)c4)n3)c(OC)n2)cc1	17	1	.	2	22	1	0.3	-1	3.1%
COc1cc(OC)cc(-c2nc(-c3ccccc3)no2)c1	-2	13	-5	8	3	1	0.3	3	0.2%
Nc1nc(Cl)c2ncn(C3OC(CO)C(O)C3O)c2n1 (stereo not given)	.	.	2	4	6	7	.	-14	2.3%
CC(=O)Nc1ccc(S(=O)(=O)NCCNC(=O)c2ccccc2F)cc1	.	.	-11	-2	4	2	.	8	0.0%
Cc1ccc(S(=O)(=O)N2CCC(=O)N(C(CO)Cc3ccccc3)CC2)cc1 (stereo not given)	-6	-21	.	-1	3	-3	1.0	-43*	2.9%
CCC(=O)NC(c1ccc(C)cc1)c1cc([N+](=O)[O-])c2cccnc2c1O (stereo not given)	9	-10	-15	0&2	-9&4	4&0	0.1	17&3	-0.2%
O=c1oc2ccccc2c(N2CCC(c3ccccc3)CC2)c1[N+](=O)[O-]	-13	22	-10	3	-4	-3	8.5	-1	-1.8%
COc1cccc(CCC(=O)Nc2cc3c(cc2C(=O)O)OCCCO3)c1OC	4	14	4	1	1	4	-0.1	4	0.2%
CN(C)c1ccc(C(=O)N2CCCC(N3CCN(Cc4ccc5c(c4)OCO5)CC3)C2)cc1 (stereo not given)	-23	32*	-6	1	-4	-12	1.0	16	-1.3%
CC(C)OCCCN1CC(=O)N2C(c3ccccc3)c3[nH]c4ccccc4c3C[C@H]2C1=O (stereo not given in full)	-13	0	3	0	4	-9	0.8	5	0.8%

Assay outcomes deposited in PubChem BioAssay by National Center for Advancing Translational Sciences (NCATS).
